RECQ1 helicase: inhibitors of human RECQ1 DNA helicase; RECQ1 DNA unwinding, red fluorescence kinetic read; Potency, µM (titrated, usually from 57.3 µM), inactives show at the highest dose activity, negative = inhibition, usual class: inhibitors; 240,000 tested, 0.54% active; P46063;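 note: plate controls were vehicle for no effect and no enzyme for full effect; nearly all actives have a fitted effect of over 30% in size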
Target sequence (P46063 whole entry, looked up): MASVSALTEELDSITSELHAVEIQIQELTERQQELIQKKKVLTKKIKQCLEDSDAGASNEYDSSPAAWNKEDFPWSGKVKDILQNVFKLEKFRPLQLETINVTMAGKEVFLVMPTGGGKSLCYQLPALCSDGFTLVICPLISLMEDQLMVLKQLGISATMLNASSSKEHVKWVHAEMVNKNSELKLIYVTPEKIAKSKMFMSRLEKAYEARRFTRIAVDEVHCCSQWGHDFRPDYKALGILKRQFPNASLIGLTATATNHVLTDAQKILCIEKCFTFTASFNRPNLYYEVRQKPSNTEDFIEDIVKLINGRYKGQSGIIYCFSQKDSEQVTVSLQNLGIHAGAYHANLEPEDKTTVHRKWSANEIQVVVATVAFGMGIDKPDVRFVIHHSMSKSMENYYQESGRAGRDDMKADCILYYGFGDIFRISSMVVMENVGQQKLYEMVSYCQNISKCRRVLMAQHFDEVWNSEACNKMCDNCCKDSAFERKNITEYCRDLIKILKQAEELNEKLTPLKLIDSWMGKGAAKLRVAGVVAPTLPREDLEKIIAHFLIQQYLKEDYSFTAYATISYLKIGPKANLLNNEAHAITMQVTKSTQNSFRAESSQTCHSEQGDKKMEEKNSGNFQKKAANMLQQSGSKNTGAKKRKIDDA
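50 nM RECQ1T1 preincubated 15 min with compound in Tris pH 8.0 buffer with MgCl2, DTT, Tween-20 and 2.5 ug/ml poly(dI-dC); started with 200 nM TAMRA/BHQ-2 forked duplex and 2 mM ATP. Unwinding read as fluorescence (525/598 nm), two reads 2 h apart.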
Tau FP inhib: blocks human tau fibril formation measured by polarization; K18 P301L tau heparin fibrillization, Alexa594 FP, 6 h; P10636; AID 1468; Potency, µM (titrated, usually from 57.7 µM), inactives show at the top dose activity, negative = inhibition, most hits filed as inhibitors; 280,000 tested, 0.39% active; note: nearly all actives have a fitted effect of over 55% in size
Target sequence (P10636 561-689 P618L limits assumed): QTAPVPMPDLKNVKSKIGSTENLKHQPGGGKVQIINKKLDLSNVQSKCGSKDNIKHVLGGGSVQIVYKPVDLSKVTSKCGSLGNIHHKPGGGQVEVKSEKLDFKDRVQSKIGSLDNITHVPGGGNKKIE
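Steps: dispense K18 P301L tau (15 uM plus 0.24 uM Alexa 594 tracer, final) in pH 7 sodium acetate; add compound; add heparin (20 uM final); incubate 6 hr, 37 C; add ThT (30 uM final); after 1 hr ambient, read FP.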
TR SRC2 fluor cs: counter-screen for TRb-SRC2 inhibitors: fluorescence interference | TRb/SRC2 Texas Red total fluorescence interference | Potency, µM (series often up to 106 µM), for inactives: at the top dose fluorescence change, negative = quenching | 280,000 tested, 0.29% active | AID 1479; active = well fitted curve in either direction with a large enough effect; inconclusive = small, poorly fitted or top-dose-only effect
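Human TRβ ligand-binding domain (0.6 uM) and Texas Red SRC2 peptide (20 nM) in Tris buffer with 1 uM T3 and 5% DMSO were incubated with pinned compound for 5 hr at ambient temperature. Total fluorescence was computed as S + 2P (555/632 nm).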
GoLoco inh red: inhibitors of human Gai1-RGS12 GoLoco interaction (red fluorophore). P63096. Gai1:RGS12 GoLoco peptide FP, rhodamine, 10 min. Potency, µM (doses to about 61.6 µM), inactives show top-dose activity, negative = inhibition, actives largely listed as inhibitors. 230,000 tested, 0.44% active. AID 880; active = well fitted inhibition curve with a large enough effect, not every such curve was filed as active; inactive = no such curve, though single readings can be large or run the other way; note: nearly all actives have a fitted effect of over 30% in size; many of its hits are not listed in these tables
L3MBTL1 inh: L3MBTL1 (human) inhibition; Q9Y468; AlphaScreen L3MBTL1–H3K9me1 peptide binding; Potency, µM (doses to about 57.1 µM), inactives show top-dose activity, negative = inhibition, hits mostly inhibitors; 230,000 tested, 0.66% active; note: nearly all actives have a fitted effect of over 60% in size
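AlphaScreen proximity signal between nickel-chelate acceptor and streptavidin donor beads (final 10 ug/mL) reports binding of 50 nM L3MBTL1 to 75 nM biotin-H3 K9me1 peptide; complex incubated with compounds 30 min at room temperature; cefsulodin titration as control.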
KDM4E inh: blocks human JMJD2E demethylase activity; AID 2147; JMJD2E catalytic domain, FDH-coupled NADH fluorescence (FDH is formaldehyde dehydrogenase); Potency, µM (series often up to 57.1 µM), without a hit: at the highest dose activity change, negative = inhibition, hits mostly inhibitors; 230,000 tested, 1.6% active; B2RXH2; active = well fitted inhibition curve with a large enough effect, not every such curve was filed as active; inconclusive = small, poorly fitted or top-dose-only effect, or another doubt; inactive = no such curve, though single readings can be large or run the other way;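 note: 0% = wells with enzyme and -100% = buffer wells without enzyme; nearly all actives have a fitted effect of over 50% in size; many of its hits are not listed in these tables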
Target sequence (B2RXH2 1-337 limits assumed): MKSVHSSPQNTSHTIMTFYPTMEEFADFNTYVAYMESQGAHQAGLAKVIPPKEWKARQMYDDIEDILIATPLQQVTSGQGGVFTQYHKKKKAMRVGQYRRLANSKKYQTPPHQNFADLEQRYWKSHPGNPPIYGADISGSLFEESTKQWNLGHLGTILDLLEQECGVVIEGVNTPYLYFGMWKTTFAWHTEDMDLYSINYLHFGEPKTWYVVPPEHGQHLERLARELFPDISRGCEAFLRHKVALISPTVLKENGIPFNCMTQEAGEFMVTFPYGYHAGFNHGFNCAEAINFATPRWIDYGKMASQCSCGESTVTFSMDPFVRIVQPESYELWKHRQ
TRb-SRC2 inh: TRbeta-SRC2 interaction inhibition | TRbeta-SRC2 peptide binding, fluorescence polarization; receptor liganded with 1 µM T3 | P10828 | Potency, µM (doses to about 106 µM), for inactives: top-dose activity change, negative = inhibition, actives largely listed as inhibitors | AID 1469 | 280,000 tested, 0.065% active;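 note: plate controls were bound peptide for no effect and peptide without receptor for full effect; nearly all actives have a fitted effect of over 50% in size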
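TRb LBD 0.6 uM + Texas Red SRC2 peptide 20 nM, 1 uM T3, Tris buffer w/ 5% DMSO; compound pinned, 5 h RT; FP read ex 555/em 632; normalized to unbound and bound controls.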
Tau fibril ThT: tau fibrillization inhibition (ThT binding). P10636. recombinant tau K18 P301L, heparin-induced fibrillization, ThT fluorescence. Potency, µM (titrated, usually from 57.4 µM), for the others: at the highest dose activity, negative = inhibition, usual class: inhibitors. 270,000 tested, 2.1% active. AID 1460; note: nearly all actives have a fitted effect of over 55% in size
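ThT emission at 510 nm, taken 1 hr after adding 30 uM dye, quantifies aggregates formed when 20 uM heparin acts on human tau K18 P301L for 6 hr at 37 C.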
Numbers without * were called inactive; i = inactive; ? = inconclusive; nt = no result given; & = joins results of further samples; [ ] = remark or other dose. Unless noted, calls come from the whole dose curve; as a rule, active = well fitted curve in the direction sought with a large enough effect; inconclusive = small, poorly fitted or top-dose-only effect, or another doubt; inactive = no such curve, though single readings can be large; an effect the other way counts as inactive or inconclusive. Unless noted, % is set by controls: 0 for no effect and ±100 for the full control effect; potency is the fitted concentration of half-maximal effect. Not all compounds are listed; the hit share may differ from the screen's.

SMILES	RECQ1 helicase	Tau FP inhib	TR SRC2 fluor cs	GoLoco inh red	L3MBTL1 inh	KDM4E inh	TRb-SRC2 inh	Tau fibril ThT
CCN(CC)CCNC(=O)CN1C(=O)CSc2ccc(S(=O)(=O)N3CCOCC3)cc21	nt	-5.3%	-0.9%	nt	nt	nt	-8.8%	-2.2%
Cc1cc(C(=O)OCC(=O)NCc2ccc(Cl)cc2)c(C)o1	-16.4%	-4.5%	-2.0%	10.0%	nt	10.4%	12.4%	-7.7%
NC(=O)C(c1ccccc1)C1CCCCC1 (stereo unspecified)	-0.3%	2.9%	-0.7%	6.3%	nt	-0.1%	-9.1%	-5.3%
CCn1c(=O)cc(OCC(=O)O)c2ccccc21	i	-0.9%	-4.5%	nt	11.1%	-2.4%	4.5%	?
Cc1ccc(C(=O)NCC(=O)NCC(=O)OCc2ccc(Cl)cc2)cc1	-3.1%	-0.6%	9.8%	5.1%	-0.8%	-3.2%	-5.3%	1.8%
O=C(O)CCCCCN1C(=O)C(O)=C(C(=O)/C=C/c2ccccc2)C1c1ccccc1[N+](=O)[O-] (stereo unspecified)	1.1%	?	-0.9%[53 µM]	1.0%	-1.8%	-5.2%	0.8%[53 µM]	-19.7%
CCN=C1SC(CC(=O)NC(C)c2ccccc2)C(=O)N1CC (stereo unspecified)	i	1.2%	-1.4%	4.8%	7.0%	-3.7%	-4.9%	-4.4%
COc1ccc(C2c3ccc(O)cc3Oc3ncn(CCCO)c(=N)c32)cc1OC (stereo unspecified)	-4.4%	0.5%	-0.8%	21.6%	-9.3%	-3.4%	-0.4%	-10.1%
Cc1ccc(/C=N\NC(=O)c2csnn2)cc1	i	-10.6%	2.6%[53 µM]	-1.3%	-6.1%	-2.7%	-17.9%[53 µM]	?
COc1ccc(NS(=O)(=O)c2cccc(C(=O)N/N=C/c3ccccn3)c2)cc1	-5.2%	-1.6%	-2.8%	7.6%	-2.2%	?	0.9%	3.1%
COc1ccc(OC)c(-c2cc(C(=O)Nc3c(C)n(C)n(-c4ccccc4)c3=O)no2)c1	-4.0%	-0.5%	-0.3%	-7.6%	-7.3%	11.0%	-17.7%	-18.8%
CCC(C(=O)Nc1cc(C)on1)c1ccccc1 (stereo unspecified)	-5.9%	5.3%	1.7%	6.2%	nt	-0.6%	1.2%	-13.3%
COc1ccccc1C(=O)NNC(=O)c1ccc(F)cc1	16.2%	0.3%	0.4%	8.2%	6.7%	3.2%	2.4%	0.3%
CC[C@@H]1CC=C[C@H]2[C@H]1C(=O)N(Cc1ccccc1)[C@H]2c1ccoc1	-10.2%	-18.6%	-1.5%	2.7%	nt	-27.7%	-3.5%	?
CCOC(=O)c1[nH]nc(-c2c(O)cc(C)cc2O)c1-c1csc(C)n1	-6.9%	1.1%	3.0%	3.8%	nt	-0.5%	3.8%	-16.3%
Cc1nn2c(nc1=O)SCC(c1ccccc1)=N2	5.2%	-16.3%	-2.2%	10.6%	11.5%[11.4 µM]	0.9%	1.0%	?
O=C(O)/C=C/C(=O)NNC(=O)c1cc(-c2ccccc2)n[nH]1	-4.2%	1.6%	-2.0%	-3.7%	?	-4.2%	8.1%	?
CCN(Cc1cc(=O)[nH]c2ccccc12)C(=O)c1ccc(C)cc1	-7.9%	-0.7%	1.5%	-7.1%	6.4%	-11.6%	3.6%	-7.9%
Cn1c(=O)c2c(ncn2CC(=O)N/N=C/C(Br)=C/c2ccccc2)n(C)c1=O	-4.0%	-3.6%	0.1%	3.4%	2.0%	-2.6%	-17.7%	-4.3%
CC1=C(/C=C/C(=O)O)C(C)(C)CCC1	-1.2%	1.6%	-1.8%	0.3%	nt	-0.3%	0.3%	-3.8%
CC1CCN(S(=O)(=O)c2ccccc2[N+](=O)[O-])CC1	-1.6%	-0.7%	-4.0%	-14.7%	1.7%	6.1%	-0.6%	2.8%
CC1(C)C(=O)OC(c2ccco2)C(C)(C)C1=O (stereo unspecified)	i	1.4%	1.7%	-2.9%	nt	-0.7%	-11.4%	-7.3%
Cn1c(Cn2c(=O)sc3ccccc32)nnc1SCC(=O)NCc1ccc2c(c1)OCO2	1.3%	8.0%	-1.8%	0.4%	34.9%[activator]	1.0%	3.3%	-2.4%
CS(=O)(=O)N(Cc1ccc(C(=O)NCCSCc2ccco2)cc1)c1ccccc1	-7.1%	-13.8%	-2.9%	7.5%	nt	4.7%	2.3%	-14.7%
C=CCNC(=S)/N=c1/ccccn1C	-0.5%	-8.7%	0.9%	3.0%	6.9%	-3.6%	8.0%	-10.3%

Record cards (already shown). Values in the order: RECQ1 helicase	Tau FP inhib	TR SRC2 fluor cs	GoLoco inh red	L3MBTL1 inh	KDM4E inh	TRb-SRC2 inh	Tau fibril ThT
Shown for O=C(O)CCCCCN1C(=O)C(O)=C(C(=O)/C=C/c2ccccc2)C1c1ccccc1[N+](=O)[O-] (stereo unspecified) : 1.1%	?	-0.9%[53 µM]	1.0%	-1.8%	-5.2%	0.8%[53 µM]	-19.7%
Shown for Cc1ccc(/C=N\NC(=O)c2csnn2)cc1 : i	-10.6%	2.6%[53 µM]	-1.3%	-6.1%	-2.7%	-17.9%[53 µM]	?

Compounds above with a Cl atom (2):
SMILES	RECQ1 helicase	Tau FP inhib	TR SRC2 fluor cs	GoLoco inh red	L3MBTL1 inh	KDM4E inh	TRb-SRC2 inh	Tau fibril ThT
Cc1cc(C(=O)OCC(=O)NCc2ccc(Cl)cc2)c(C)o1	-16.4%	-4.5%	-2.0%	10.0%	nt	10.4%	12.4%	-7.7%
Cc1ccc(C(=O)NCC(=O)NCC(=O)OCc2ccc(Cl)cc2)cc1	-3.1%	-0.6%	9.8%	5.1%	-0.8%	-3.2%	-5.3%	1.8%

(further entries)
SMILES	RECQ1 helicase	Tau FP inhib	TR SRC2 fluor cs	GoLoco inh red	L3MBTL1 inh	KDM4E inh	TRb-SRC2 inh	Tau fibril ThT
COc1ccc2c(CC(=O)Nc3ccc(C)cc3)coc2c1	nt	?	-21.6%	nt	nt	nt	-2.8%	0.7%
O=C(c1cnc(N2CCN(c3ncccn3)CC2)c2ccccc12)N1CCN(c2ccccn2)CC1	19.9%	-5.4%	-3.6%	3.1%	-3.1%	?	-3.7%	-25.2%
c1ccc(C2COC(c3cccs3)=N2)cc1 (stereo unspecified)	-6.5%	?	-0.5%	-1.4%	4.6%	-1.8%	-14.5%	-12.4%
COc1cccc(-c2cc(C(=O)Nc3cc(C)nn3-c3ccccc3)no2)c1	i	-15.0%&-14.5%	-2.4%&-0.9%	8.0%	nt	4.3%	-5.8%&-22.4%	-3.2%&-2.4%
COc1ccc(CCNC(=O)C(CC(C)C)NC(N)=O)cc1 (stereo unspecified)	i	9.6%	-0.8%	0.4%	7.7%	7.3%	1.6%	8.0%
O=C(Cn1[nH]c(=O)c2ccccc2c1=O)Nc1cccc(S(=O)(=O)N2CCCCCC2)c1	-3.8%	-10.1%	-0.7%	9.6%	nt	1.6%	-1.1%	-18.1%
COc1cccc(C2=CC(c3ccccc3)n3ncnc3N2)c1 (stereo unspecified)	i	-5.3%	-5.0%	9.1%	-6.7%	2.0%	8.7%	2.5%
COc1ccc(C(=O)N2CCCN(C)CC2)cc1S(=O)(=O)N1CCCc2ccccc21	-12.6%	-3.5%	-2.5%	-0.5%	0.9%	-2.0%	-6.8%	5.5%
Cc1sc2nc(SCC(=O)C(C)(C)C)n(Cc3ccco3)c(=O)c2c1C	-9.1%	3.6%	0.6%	11.3%	1.1%	3.1%	-15.8%	-9.9%
O=S(=O)(c1ccc(N2CC=C(c3ccccc3)CC2)nc1)N1CCCC1	-0.2%	11.0%	1.9%	4.4%	nt	?	-4.5%	-9.2%
Cc1nc2ccc(Cl)cc2c(-c2ccccc2Cl)c1CC(=O)O	0.7%	7.7%	-1.1%	0.6%	1.3%	-3.4%	0.9%	0.6%
CCc1ccc(-n2c(C)nnc2SCc2nc(-c3ccc(OC)cc3)no2)cc1	nt	6.8%	0.8%	nt	nt	nt	0.5%	-12.3%
O=Nc1ccc(NOC(=O)c2ccccc2)cc1	-2.3%	-9.6%	-1.7%	2.7%	-8.8%	2.5%	6.8%	7.9%
O=C(N/N=C/c1cc([N+](=O)[O-])ccc1O)C1CC1	i	0.9%	-0.1%	-5.4%	12.0%	28.2µM*	4.9%	-17.0%
O=C(CSC1=NCCS1)Nc1cccc(F)c1	i	-6.5%	-1.1%	-3.4%	7.6%	-4.4%	-4.7%	-16.1%
O=C(O)c1c(F)c(F)c(F)c(F)c1-c1ccc(Cl)cc1	-13.6%	2.1%	2.8%	-13.6%	8.5%	-8.5%	-0.8%	-1.6%
C/C=C/C(=O)Nc1nnc(C(C)C)s1	0.5%	11.8%	-7.8%	-14.1%	?	1.4%	6.6%	-1.0%
O=C(OCC(=O)N1CCCc2ccccc21)C1CCN(S(=O)(=O)c2cccs2)CC1	-6.4%	10.7%	-0.5%	6.5%	3.2%	-0.3%	-1.7%	-14.3%
CCN(CC)C(=O)Cn1cc(SCC(=O)NCc2ccco2)c2ccccc21	-4.0%	-9.8%	-3.9%	3.4%	6.6%	1.3%	0.4%	-3.0%
CCOc1ccc(OCC)c(NC(=O)C2CCN(S(=O)(=O)c3cccnc3)CC2)c1	-12.2%	9.3%	-3.9%	8.3%	nt	3.0%	-4.7%	-11.7%
O=C(N/N=C/c1ccccn1)c1cccs1	-2.4%	3.0%	-1.0%	-10.5%	-35.1%	11.9%	2.1%	-6.2%
Cc1cccn2c(=O)c3cc(C(=O)NC(C)(C)C)n(C)c3nc12	nt	-0.3%	5.3%	nt	nt	nt	-2.0%	-12.5%
Cn1cccc1Cc1nnc(SCC(=O)N2CCOCC2)n1CCc1ccccc1	-8.4%	8.3%	-3.1%	-9.7%	-4.3%	-4.2%	9.1%	-8.4%
COCCCNC(=O)C1CCC(CNS(=O)(=O)c2ccc(C)cc2)CC1 (stereo unspecified)	-0.4%	4.4%	0.0%	-5.8%	27.3%	10.8%	8.4%	3.1%
Cc1ccc(CNC(=O)C(=O)NCCC2=CCCCC2)cc1	-1.7%	6.2%	-0.2%	10.0%	3.8%	3.0%	3.6%	0.5%
Cn1c(N)c(C(=O)COC(=O)c2cc(S(=O)(=O)N3CCCCC3)ccc2Cl)c(=O)n(C)c1=O	-9.0%	-6.4%	-0.2%	-8.3%	-2.7%	1.9%	-0.7%	2.2%
